# NSD2 inh = NSD2 (human) methyltransferase inhibition; O96028; NSD2-SET H3K36me1 DELFIA fluorescence, biochemical; inhibition, % at 12.5 µM; actives 0.07% (n = 44,000); AID 624260; in the data active means inhibition above about 54%, passing the limit was not always enough;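 further: inhibitors reduce the monomethyl H3K36 fluorescence signal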
# Target sequence (O96028 whole entry, looked up): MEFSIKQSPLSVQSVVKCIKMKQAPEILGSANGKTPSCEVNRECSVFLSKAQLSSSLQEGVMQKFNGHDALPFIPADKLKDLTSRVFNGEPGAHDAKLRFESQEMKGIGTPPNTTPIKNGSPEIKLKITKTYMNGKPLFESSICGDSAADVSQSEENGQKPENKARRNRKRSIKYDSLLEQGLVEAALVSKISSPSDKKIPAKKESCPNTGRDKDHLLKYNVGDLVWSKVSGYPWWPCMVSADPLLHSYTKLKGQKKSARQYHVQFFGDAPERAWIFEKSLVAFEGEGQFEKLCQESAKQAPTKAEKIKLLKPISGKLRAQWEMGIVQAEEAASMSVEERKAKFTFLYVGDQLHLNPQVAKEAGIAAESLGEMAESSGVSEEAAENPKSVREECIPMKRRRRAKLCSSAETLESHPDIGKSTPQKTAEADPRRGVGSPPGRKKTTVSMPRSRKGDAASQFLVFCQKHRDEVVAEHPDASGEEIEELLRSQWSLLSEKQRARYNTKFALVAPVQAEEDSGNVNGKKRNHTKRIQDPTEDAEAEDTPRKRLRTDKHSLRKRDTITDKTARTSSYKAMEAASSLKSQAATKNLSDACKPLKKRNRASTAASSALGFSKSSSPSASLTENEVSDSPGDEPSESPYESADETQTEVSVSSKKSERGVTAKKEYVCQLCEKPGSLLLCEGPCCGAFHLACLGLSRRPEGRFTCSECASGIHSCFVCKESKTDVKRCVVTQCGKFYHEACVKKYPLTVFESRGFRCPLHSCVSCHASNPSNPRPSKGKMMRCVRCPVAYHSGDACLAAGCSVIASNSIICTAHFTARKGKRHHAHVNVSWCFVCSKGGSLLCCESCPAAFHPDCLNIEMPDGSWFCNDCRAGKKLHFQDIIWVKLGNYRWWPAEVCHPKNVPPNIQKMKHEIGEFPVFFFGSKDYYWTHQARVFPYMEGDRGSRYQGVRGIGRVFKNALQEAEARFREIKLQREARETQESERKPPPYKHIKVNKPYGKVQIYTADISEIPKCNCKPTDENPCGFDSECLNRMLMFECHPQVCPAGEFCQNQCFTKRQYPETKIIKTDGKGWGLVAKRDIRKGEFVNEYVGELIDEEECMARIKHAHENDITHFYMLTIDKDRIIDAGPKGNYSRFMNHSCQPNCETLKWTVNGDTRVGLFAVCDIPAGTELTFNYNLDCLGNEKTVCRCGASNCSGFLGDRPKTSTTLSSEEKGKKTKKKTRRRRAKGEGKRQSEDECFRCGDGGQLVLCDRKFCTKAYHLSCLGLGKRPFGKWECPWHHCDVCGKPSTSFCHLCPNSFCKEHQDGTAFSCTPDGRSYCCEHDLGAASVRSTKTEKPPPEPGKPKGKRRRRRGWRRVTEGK
# Active calls of the source: *.
compound | NSD2 inh
O=C1CCc2cc(OCc3ccc(Cl)cc3)ccc2O1 | 7
C[C@H]1CN([C@@H](C)CO)S(=O)(=O)c2ccc(-c3ccc(C(=O)N(C)C)cc3)cc2O[C@@H]1CN(C)Cc1ccccc1C(=O)O | 1
C[C@H]1CN([C@@H](C)CO)S(=O)(=O)c2ccc(C#Cc3ccccn3)cc2O[C@@H]1CN(C)Cc1ccccc1 | 8
Cc1ccc(-c2ccc3c(c2)O[C@H](CN(C)S(C)(=O)=O)[C@@H](C)CN([C@@H](C)CO)S3(=O)=O)cc1 | 0
C[C@@H]1CN([C@H](C)CO)S(=O)(=O)c2ccc(/C=C/c3ccccc3)cc2O[C@H]1CN(C)C(=O)CN1CCOCC1 | 0
Cc1cc(=O)[nH]c(SCc2cn3c(C)cc(C)nc3n2)n1 | -2
O=C(C[C@H]1C=C[C@@H](NC(=O)c2ccncc2)[C@@H](CO)O1)NCCc1ccncc1 | 0
C[C@H]1CN([C@@H](C)CO)S(=O)(=O)c2ccc(C#Cc3ccc(F)cc3)cc2O[C@@H]1CN(C)S(C)(=O)=O | -11
C[C@@H]1CCCCO[C@@H](CN(C)Cc2ccc(C(=O)Nc3ccccc3N)cc2)[C@@H](C)CN([C@H](C)CO)C(=O)c2cc(NC(=O)Nc3ccc(C(F)(F)F)cc3)ccc2O1 | -4
COc1ccc(NC(=O)N[C@@H]2CC[C@H](CC(=O)NCc3ccccn3)O[C@@H]2CO)cc1 | 10
C[C@H](CO)N1C[C@H](C)[C@@H](CN(C)C(=O)NC2CCCCC2)Oc2c(NC(=O)c3cnccn3)cccc2C1=O | 15
Fc1ccc(-c2cn3cccc(OCc4ccc(Cl)c(Cl)c4)c3n2)cc1 | 2
C[C@@H]1CN([C@@H](C)CO)S(=O)(=O)c2ccc(/C=C/c3ccccc3)cc2O[C@H]1CN(C)C(=O)c1ccncc1 | 2
CN(C)CCCN1C(=O)[C@@]2(Cc3ccccc31)c1ccccc1C(=O)N(Cc1ccccc1Cl)[C@H]2c1ccc(CO)cc1 | 17
c1ccc(-c2nsc(NC3Cc4ccccc4C3)n2)cc1 | -7
Cc1ccc(S(=O)(=O)N(C)C[C@@H]2OCCCC[C@@H](C)Oc3ccc(NC(=O)Cc4ccccc4)cc3C(=O)N([C@@H](C)CO)C[C@@H]2C)cc1 | -7
C[C@H](CO)N1C[C@H](C)[C@@H](CN(C)C(=O)C2CCOCC2)Oc2ncc(/C=C/c3ccccc3)cc2C1=O | -1
COc1ccccc1S(=O)(=O)N(C)C[C@H]1OCc2cn(nn2)CCCC(=O)N([C@@H](C)CO)C[C@H]1C | -2
CC(=O)OC/C=C(\CO)CC/C=C(\C)CC/C=C(\CC/C=C(\C)COC(C)=O)C(=O)O | 0
C[C@@H]1CN([C@H](C)CO)S(=O)(=O)c2ccc(/C=C/c3ccccc3)cc2O[C@@H]1CN(C)Cc1ccc(C(=O)O)cc1 | 1
C[C@H]1CN([C@@H](C)CO)C(=O)c2cc(C3=CCCCC3)cnc2O[C@@H]1CN(C)Cc1ccc(C(=O)O)cc1 | -2
C[C@@H]1CN([C@H](C)CO)C(=O)c2cc(NS(C)(=O)=O)ccc2O[C@@H](C)CCCCO[C@H]1CN(C)Cc1ccncc1 | -27
C[C@@H](NC(=O)C[C@H]1C=C[C@H](NC(=O)Cc2ccccn2)[C@H](CO)O1)c1ccccc1 | 3
CC1(C)C[C@H]2C[C@H]3C(Br)=CC2(CO1)C(=O)[C@]31CO1 | -1
Cc1cc2oc(=O)cc(CN(C)Cc3ccccc3)c2cc1C(C)C | 9

# Brought forward from above: 2 compounds, then new ones.
compound | NSD2 inh
CC1(C)C[C@H]2C[C@H]3C(Br)=CC2(CO1)C(=O)[C@]31CO1 | -1
Cc1cc2oc(=O)cc(CN(C)Cc3ccccc3)c2cc1C(C)C | 9
C=CCOC(Cn1ccnc1)c1ccc(Cl)cc1Cl (stereo not drawn) | 2
COCC(=O)Nc1ccc2c(c1)[C@@H]1C[C@H](CC(=O)NCc3ccncc3)O[C@@H](CO)[C@@H]1O2 | -125
COc1ccc(Br)cc1/C=N/NC(=O)CCCCC(=O)NO | -2
CNC[C@H]1Oc2ccc(NC(=O)Nc3ccc(OC)cc3)cc2CC(=O)N([C@H](C)CO)C[C@H]1C | 3
O=C(OCc1ccccc1)Oc1cncc(C(=O)O)c1 | 13
C[C@@H]1CN([C@@H](C)CO)C(=O)Cc2cc(NC(=O)Cc3ccccc3)ccc2O[C@@H]1CN(C)S(=O)(=O)c1ccc(Cl)cc1 | 1
C[C@H](CO)N1C[C@H](C)[C@H](CN(C)Cc2ccc3c(c2)OCO3)Oc2c(NS(=O)(=O)c3ccccc3)cccc2C1=O | -7
C[C@@H]1CN([C@H](C)CO)C(=O)Cc2cc(NC(=O)CCN3CCOCC3)ccc2O[C@@H]1CN(C)C(=O)Nc1ccccc1 | -2
CNC[C@H]1Oc2c(NC(=O)c3nc4ccccc4s3)cccc2C(=O)N([C@H](C)CO)C[C@H]1C | -2
C[C@@H]1CN([C@@H](C)CO)S(=O)(=O)c2ccc(Br)cc2O[C@H]1CN(C)S(=O)(=O)c1ccccc1 | 1
Cc1nc2ccccc2nc1OCC(=O)c1ccc(Cl)cc1 | 5
O=C(C[C@H]1C[C@@H]2c3cc(NC(=O)C4CCOCC4)ccc3O[C@@H]2[C@@H](CO)O1)NCc1ccc(Oc2ccccc2)cc1 | 1
CNC[C@@H]1Oc2cc(Br)ccc2S(=O)(=O)N([C@@H](C)CO)C[C@H]1C | 14
C[C@@H]1CN([C@H](C)CO)C(=O)c2cc(C#Cc3ccccc3F)cnc2O[C@@H]1CN(C)C(=O)Cc1ccncc1 | -1
CNC[C@@H]1Oc2cc(C#Cc3ccc(OC)cc3)ccc2S(=O)(=O)N([C@@H](C)CO)C[C@H]1C | 17
C[C@@H]1CCCCO[C@H](CN(C)Cc2ccc(C(F)(F)F)cc2)[C@H](C)CN([C@@H](C)CO)C(=O)c2cc(NS(=O)(=O)c3ccc(Cl)cc3)ccc2O1 | -19
COCC#Cc1cnc2c(c1)C(=O)N([C@@H](C)CO)C[C@@H](C)[C@H](CN(C)Cc1ccc(F)cc1)O2 | 2
Cc1noc(C)c1NC(=O)N(C)C[C@H]1Oc2ccc(NS(=O)(=O)c3c(C)noc3C)cc2C(=O)N([C@H](C)CO)C[C@H]1C | -3
C[C@H](CO)N1C[C@H](C)[C@@H](CN(C)C)OCCCC[C@H](C)Oc2ccc(NS(C)(=O)=O)cc2C1=O | 1
C[C@@H]1CN([C@@H](C)CO)C(=O)c2cccc(NS(=O)(=O)c3ccc(Cl)cc3)c2O[C@H]1CN(C)C(=O)Nc1ccc2c(c1)OCO2 | 0
C[C@H]1CN([C@@H](C)CO)C(=O)c2cccc(NC(=O)c3cnccn3)c2O[C@H]1CN(C)S(=O)(=O)c1cn(C)cn1 | -5
Cc1ccc(S(=O)(=O)N(C)C[C@@H]2Oc3cc(C#CC4CCCC4)ccc3S(=O)(=O)N([C@@H](C)CO)C[C@H]2C)cc1 | 1
Cc1noc(C)c1S(=O)(=O)N(C)C[C@@H]1Oc2ccc(NC(=O)Cc3cn(C)c4ccccc34)cc2CC(=O)N([C@@H](C)CO)C[C@H]1C | 0
C[C@@H]1CN([C@H](C)CO)C(=O)c2cc(NC(=O)Cc3ccccc3)ccc2O[C@@H](C)CCCCO[C@H]1CN(C)S(=O)(=O)c1ccc(F)cc1 | -8
C[C@H](CO)N1C[C@H](C)[C@H](CN(C)Cc2cccnc2)Oc2ncc(-c3ccc(F)cc3)cc2C1=O | 0
Cc1ccccc1/C=N/NC(=O)c1ccccc1O | -1
C[C@@H]1CN([C@H](C)CO)S(=O)(=O)c2ccc(-c3ccccc3)cc2O[C@H]1CN(C)C(=O)CN(C)C | 3
C[C@@H]1CN([C@@H](C)CO)S(=O)(=O)c2ccc(C3=CCCCC3)cc2O[C@@H]1CN(C)Cc1cccnc1 | -1
COc1ccc(CN(C)C[C@H]2Oc3ccc(NC(=O)Nc4ccc5c(c4)OCO5)cc3CC(=O)N([C@H](C)CO)C[C@H]2C)cc1 | -8
C[C@@H]1CN([C@H](C)CO)C(=O)Cc2cc(NC(=O)Cc3ccccc3)ccc2O[C@@H]1CN(C)C(=O)Nc1ccc(F)cc1 | 1
CNC[C@@H]1Oc2ccc(NS(=O)(=O)c3ccccc3)cc2C(=O)N([C@@H](C)CO)C[C@@H]1C | 3
C[C@H](CO)N1C[C@H](C)[C@@H](CN(C)S(C)(=O)=O)Oc2ccc(NC(=O)Nc3ccc4c(c3)OCO4)cc2C1=O | 1
CCC(=O)N(C)C[C@@H]1Oc2ncc(-c3ccc(C(=O)N(C)C)cc3)cc2C(=O)N([C@H](C)CO)C[C@H]1C | -1
COc1ccc(S(=O)(=O)Nc2ccc3c(c2)C(=O)N([C@@H](C)CO)C[C@H](C)[C@@H](CN(C)Cc2ccc(C(=O)Nc4ccccc4N)cc2)O3)cc1 | 3
CCCNC(=O)N(C)C[C@@H]1Oc2cc(-c3ccccc3F)ccc2S(=O)(=O)N([C@@H](C)CO)C[C@H]1C | 1
C[C@@H]1CCCCO[C@@H](CN(C)S(=O)(=O)c2ccc(Cl)cc2)[C@@H](C)CN([C@H](C)CO)C(=O)c2cc(NS(=O)(=O)c3cn(C)cn3)ccc2O1 | 1
CS(=O)(=O)Nc1ccc2c(c1)[C@@H]1C[C@@H](CC(=O)NCc3cccc(F)c3)O[C@@H](CO)[C@@H]1O2 | -33
COc1cc(C2OC[C@@H]3[C@@H](c4cc(OC)c(O)c(OC)c4)OC[C@H]23)cc(OC)c1O (stereo partly drawn) | -6
C[C@H]1CN([C@@H](C)CO)C(=O)Cc2cc(NC(=O)Nc3ccccc3)ccc2O[C@@H]1CN(C)Cc1ccc(Cl)c(Cl)c1 | 2
C[C@@H]1CN([C@H](C)CO)C(=O)Cc2cc(NC(=O)CCCCCC(=O)Nc3ccccc3N)ccc2O[C@@H]1CN(C)CC1CC1 | 0
CNC[C@H]1Oc2ccc(NS(=O)(=O)c3cn(C)cn3)cc2C(=O)N([C@H](C)CO)C[C@H]1C | 2
CC(C)CC#Cc1ccc2c(c1)O[C@@H](CN(C)S(=O)(=O)c1cccc(F)c1)[C@@H](C)CN([C@H](C)CO)S2(=O)=O | -12
C[C@H](O)C#Cc1ccc2c(c1)O[C@@H](CN(C)C(=O)C1CCCCC1)[C@H](C)CN([C@@H](C)CO)S2(=O)=O | -1
C[C@@H]1CN([C@H](C)CO)C(=O)c2cc(NS(=O)(=O)c3ccc(Cl)cc3)ccc2O[C@H]1CN(C)Cc1ccc(C(=O)Nc2ccccc2N)cc1 | -11
C[C@@H]1CN([C@H](C)CO)C(=O)c2cccc(NC(=O)C3CC3)c2O[C@@H]1CN(C)S(C)(=O)=O | 7
C[C@@H]1CN([C@@H](C)CO)S(=O)(=O)c2ccc(C#CC3CC3)cc2O[C@@H]1CN(C)C(=O)c1ccccc1 | 2
COc1ccc(S(=O)(=O)Nc2ccc3c(c2)C(=O)N([C@H](C)CO)C[C@H](C)[C@H](CN(C)C(=O)Nc2cccc4ccccc24)OCCCC[C@H](C)O3)cc1 | 6
C[C@H](CO)N1C[C@H](C)[C@@H](CN(C)Cc2ccc(C(=O)O)cc2)OCCCC[C@H](C)Oc2ccc(NC(=O)NC3CCCCC3)cc2C1=O | 1
C[C@H](CO)N1C[C@H](C)[C@H](CN(C)S(=O)(=O)c2ccc(F)cc2)Oc2ncc(C#CC(C)(C)O)cc2C1=O | -2
CCC1(O)CC2CN(CCc3c([nH]c4ccccc34)C(C(=O)OC)(c3cc4c(cc3OC)N(C)C3C(O)(C(=O)OC)C(C(=O)OC)C5(CC)C=CCN6CCC43C65)C2)C1 (stereo not drawn) | 17

# In the list so far, these contain a CF3 group:
compound | NSD2 inh
C[C@@H]1CCCCO[C@@H](CN(C)Cc2ccc(C(=O)Nc3ccccc3N)cc2)[C@@H](C)CN([C@H](C)CO)C(=O)c2cc(NC(=O)Nc3ccc(C(F)(F)F)cc3)ccc2O1 | -4
C[C@@H]1CCCCO[C@H](CN(C)Cc2ccc(C(F)(F)F)cc2)[C@H](C)CN([C@@H](C)CO)C(=O)c2cc(NS(=O)(=O)c3ccc(Cl)cc3)ccc2O1 | -19

# Some of these compounds in order of heavy-atom count, lowest first.
compound | NSD2 inh
C[C@@H]1CN([C@H](C)CO)C(=O)c2cccc(NC(=O)C3CC3)c2O[C@@H]1CN(C)S(C)(=O)=O | 7
C[C@H](O)C#Cc1ccc2c(c1)O[C@@H](CN(C)C(=O)C1CCCCC1)[C@H](C)CN([C@@H](C)CO)S2(=O)=O | -1
COc1ccc(S(=O)(=O)Nc2ccc3c(c2)C(=O)N([C@H](C)CO)C[C@H](C)[C@H](CN(C)C(=O)Nc2cccc4ccccc24)OCCCC[C@H](C)O3)cc1 | 6

# Further compounds follow:
compound | NSD2 inh
C[C@H]1C=C(C(=O)N2CCN(Cc3ccc4c(c3)OCO4)CC2)O[C@@H](OCc2ccc(CO)cc2)C1 | 1
O=C1c2ccc(O)cc2C(=O)c2ccc(O)cc21 | -3
C[C@@H]1CN([C@@H](C)CO)C(=O)c2cc(NS(=O)(=O)c3cccs3)ccc2O[C@H]1CN(C)S(=O)(=O)c1ccccc1 | 9
C[C@H]1CCCCO[C@@H](CN(C)C(=O)CCCN(C)C)[C@@H](C)CN([C@@H](C)CO)C(=O)c2cc(NS(=O)(=O)c3ccc(F)cc3)ccc2O1 | 5
CC(C)(C)OC(=O)N1CCC[C@H]1/C=N/NC(=O)c1ccc(C(=O)NO)cc1 | -5
C[C@@H]1CN([C@@H](C)CO)C(=O)c2cc(-c3ccc(F)cc3)cnc2O[C@@H]1CN(C)Cc1ccccn1 | -8
CC(C)NC(=O)Nc1ccc2c(c1)C(=O)N([C@H](C)CO)C[C@@H](C)[C@@H](CN(C)S(=O)(=O)c1cn(C)cn1)O2 | -2
C[C@H](CO)N1C[C@H](C)[C@@H](CN(C)C(=O)Nc2ccc(C(F)(F)F)cc2)Oc2c(cccc2N(C)C)C1=O | -7
C[C@H]1CN([C@@H](C)CO)C(=O)Cc2cc(NC(=O)Nc3ccc4c(c3)OCO4)ccc2O[C@@H]1CN(C)C(=O)Nc1ccc(F)cc1 | -7

# High-throughput results from PubChem.

# Only part of the results is shown, so the mix of outcomes need not match the whole.
